Source: PubChem
SUMO Mot1 rescue = inhibitors of SUMOylation pathway: yeast Mot1-301 growth rescue; S. cerevisiae Mot1-301 growth rescue, ATP luminescence, 38.5C; percent above DMSO median, 100 means doubled; growth rescue, % at 18.8 µM; 1% of 320,000 active;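 active means every valid replicate shows activation above 250% relative to neutral control wells; inactive means the rest, any valid replicate at or below 250%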;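 further: OY570 slx delta 5 strain wells were the positive control but not used for scaling; some compounds called inactive have numbers as strong as hits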
phage Ecoli inh = E. coli growth loss with phage present. growth absorbance. inhibition, % at 11.9 µM. 0.26% of 360,000 active; in the data active means inhibition above about 11%
DAGLB inhibitor = diacylglycerol lipase beta (human) inhibition; AID 504411; HEK293T DAGLB membrane lysate, EnzChek fluorogenic substrate; 0.059% of 340,000 active; inhibition, % at 5.17 µM; in the data active means inhibition above about 34%;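 further: 0% = enzyme with vehicle and 100% = wells lacking enzyme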
Tat export inh = blocks Tat-dependent protein export in E. coli; E. coli MC4100 TorA-mCherry Tat export, fluorescence; inhibition, % at 10 µM; 0.036% of 340,000 active;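 active means mean replicate inhibition at least 50% and at least half of replicates individually reaching 50%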;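 further: exported cargo escapes ClpAP degradation while cytoplasmic cargo is degraded and loses fluorescence; 0% = median of neutral control wells and 100% = median of NaSCN control wells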
PKA-R1A activ = activators of PKA-R1A complex; 0.083% of 340,000 active; AID 504707; activation, % at 11.4 µM; PKA-R1A dissociation, Cy5-IP20 fluorescence polarization; scaled: DMSO 0%, 113 µM cGMP 100%;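 active means percent activation above the mean of all tested compounds plus 3 SD, cut at about 19% in these data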;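 further: higher means more PKAc released from R1A so a rise in polarization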
CDK5 inh = inhibitors of human CDK5/p35 kinase. inhibition, % at 10 µM. 0.01% of 330,000 active. Recombinant CDK5/p35, ADP-Glo luminescence, 60 min;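 active means highest replicate inhibition of at least 50% and at least 75% of replicates reaching 50%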;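 further: plate controls were DMSO neutral control for no effect and GW8510 at 10 µM for full effect; many of its hits are not listed in these tables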
HTR5A ag ctr = HTR5A agonism, opioid heterodimer counter-screen | P47898 | HTR5A agonist assay, luminescence, cell-based | activation, % at 9.3 µM | 0.61% of 340,000 active; in the data active means activation mostly above about 9.5%, no sharp cut-off; inactive means mostly below about 7.6%;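 further: 0% = cells with vehicle only and 100% = reference agonist; strong numbers were not always called active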
Target sequence (P47898 whole entry, looked up): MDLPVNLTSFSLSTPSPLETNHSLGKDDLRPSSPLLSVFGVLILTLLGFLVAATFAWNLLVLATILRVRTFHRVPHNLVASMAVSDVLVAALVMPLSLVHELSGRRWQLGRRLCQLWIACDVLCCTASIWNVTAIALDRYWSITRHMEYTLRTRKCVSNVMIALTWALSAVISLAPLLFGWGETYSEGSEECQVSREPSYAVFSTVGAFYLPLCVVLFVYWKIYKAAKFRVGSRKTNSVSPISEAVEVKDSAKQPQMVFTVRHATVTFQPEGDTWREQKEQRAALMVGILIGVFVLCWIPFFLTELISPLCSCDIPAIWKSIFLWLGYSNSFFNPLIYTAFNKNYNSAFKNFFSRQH
Ecoli viability = bacterial growth inhibition, counter-screen for AddAB inhibitors | 0.27% of 330,000 active | E. coli V3065 growth, OD600 absorbance, 18 h | inhibition, % at 11.9 µM | AID 449728;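 active means inhibition above the campaign's mean inhibition across all tested compounds plus 3 SD, cut at about 9.9% in these data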;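 further: uninfected addAB+ strain grown without phage in ampicillin broth; 0% = DMSO wells and 100% = ciprofloxacin 0.95 µg/ml wells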
PKA-R2B activ = PKA-R2B complex activation; P22694+P31323; PKA-R2B holoenzyme dissociation, Cy5-IP20 fluorescence polarization; R2B truncated from residue 108, S112A mutant; 0% DMSO only, 100% 113 µM cGMP; activation, % at 11.4 µM; 0.079% of 340,000 active; AID 504700;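 active means activation above a cutoff set at the mean over all compounds plus 3 SD, cut at about 18% in these data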;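 further: higher means more holoenzyme dissociation and a rise in polarization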
Target sequence (P31323 whole entry, looked up, other chains not shown, the tested form may be a part): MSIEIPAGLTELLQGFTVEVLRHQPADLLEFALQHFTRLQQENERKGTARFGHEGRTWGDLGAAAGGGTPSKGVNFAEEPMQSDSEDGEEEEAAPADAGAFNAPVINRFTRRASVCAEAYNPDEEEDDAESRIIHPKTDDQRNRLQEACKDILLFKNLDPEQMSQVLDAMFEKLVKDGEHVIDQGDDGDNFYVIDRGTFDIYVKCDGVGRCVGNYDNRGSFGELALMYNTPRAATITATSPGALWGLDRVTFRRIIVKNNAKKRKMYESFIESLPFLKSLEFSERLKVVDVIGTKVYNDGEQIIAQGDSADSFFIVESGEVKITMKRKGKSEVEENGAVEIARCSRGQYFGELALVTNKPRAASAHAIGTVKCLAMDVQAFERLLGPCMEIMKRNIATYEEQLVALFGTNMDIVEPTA
AddAB inh = less growth of phage-infected E. coli with AddAB. E. coli expressing H. pylori AddAB, absorbance growth. inhibition, % at 11.9 µM. 0.29% of 330,000 active. AID 435030; in the data active means inhibition above about 12%;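 further: 0% = vehicle wells of infected cells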
HTR5A inv ag = counter-screen for OPRM1-OPRD1 inverse agonists: human HTR5A inverse agonism; inhibition, % at 9.3 µM; HTR5A cell line, luminescence; P47898; 0.083% of 340,000 active; in the data active means inhibition mostly above about 23%, no sharp cut-off; inactive means mostly below about 18%;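 further: 0% = cells with DMSO and 100% = no-cell wells with DMSO; some compounds called inactive have numbers as strong as hits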
Starred values were filed as active, the others as inactive; . = not tested or not shown.

mol	CDK5 inh	PKA-R1A activ	phage Ecoli inh	HTR5A ag ctr	DAGLB inhibitor	SUMO Mot1 rescue	PKA-R2B activ	Ecoli viability	HTR5A inv ag	AddAB inh	Tat export inh
Cc1cc(C)nc(NC(=O)c2cc(Br)ccc2Cl)n1	1.2	-2	4.0	1	0	9	3	1.3	-3	-0.4	17
Cc1cc(N2CCN(S(=O)(=O)c3ccc4c(c3)OCCO4)CC2)n2ncnc2n1	-1.8	6	3.0	0	2	3	3	-1.7	-15	0.1	-2
O=C(CON=C1c2ccccc2-c2ccccc21)NC12CC3CC(CC(C3)C1)C2	0.9	-4	-0.6	-1	-13	-20	-11	-0.4	5	0.2	-2
COc1ccc(CNc2nc(SC)n[nH]2)cc1OC	1.2	-2	1.6	-2	-1	-16	-7	-2.5	13	2.8	11
CCOC(=O)c1c2n(c3ccc(O)cc13)CCCCC2	0.4	2	-0.6	1	0	-5	5	-3.5	8	0.1	5
Cc1cnc(NC(=O)CSc2nnc(-c3ccncc3)n2C2CCCCC2)s1	-1.2	-9	3.6	-2	3	-5	-3	-0.5	-18	1.9	-3
COc1cc(C(=O)NNC(=O)c2ccc3c(c2)OCCO3)cc(OC)c1OC	-1.3	-14	1.9	2	-2	5	7	-1.2	-10	0.8	3
COc1ccc(OC)c(NC(=O)CN(Cc2ccc(Cl)cc2)S(C)(=O)=O)c1	0.4	-8	8.1	-1	1	-14	-8	2.5	3	-0.4	0
C=CCN1C=CC(=O)[C@@H](OC(=O)Nc2ccc(Br)cc2)[C@H]1c1ccccc1Br	-7.3	-4	1.9	2	2	.	-17	.	-6	.	23
Cc1ccc(S(=O)(=O)NCC(=O)N(CC(=O)NCc2ccco2)Cc2ccc3c(c2)OCO3)cc1	1.4	5	2.2	5	2	-12	1	0.0	4	2.2	-7
CCOC(=O)c1c(NC(=O)C(F)(OC)C(F)(F)F)sc(C(=O)N2CCCCC2)c1C (stereo not given)	-0.1	-8	0.9	-3	-5	-13	-13	-1.2	2	0.7	10
O=C1NC(=O)/C(=C\c2ccccc2OCc2ccc([N+](=O)[O-])cc2)N1	-0.5	-11	4.1	-5	2	-15	9	-3.6	13	-0.4	-4
C/C(=C/C(=O)N1CCN(C)CC1)C(=O)O	1.1	1	3.9	-1	1	-7	-11	0.2	3	0.5	0
Cc1ccsc1/C=N/NC(=O)c1cccc(S(=O)(=O)Nc2ccccc2Cl)c1	-0.9	0	0.9	5	8	11	-10	1.0	23	3.2	-7
C#CC(C)OC(=O)Nc1cnccc1C(F)(F)F (stereo not given)	1.0	-7	-0.2	8	0	-1	3	-2.5	3	1.4	3
Cc1ccc2oc(C(=O)NCc3ncc(C)[nH]3)c(C)c2c1	-1.7	-2	2.6	0	2	-7	-12	0.4	9	0.2	-10
CCCCn1nnnc1SCC(=O)Nc1cccc(C)c1	-1.2	-5	0.6	6	-1	119	-7	-1.8	-16	2.7	3
O=C(NCc1cccnc1)c1ccc(-c2ccc(Cl)cc2)o1	-2.2	6	3.4	5	2	-7	-1	-1.4	-13	5.8	-6
COc1ccc(C2C(=O)N(C3CCCCC3)CC(=O)N2Cc2ccc3c(c2)OCO3)cc1 (stereo not given)	-2.5	-6	1.2	-2	-1	.	3	1.6	8	-1.5	1
CC(C)CCn1cnc2c(cnn2-c2ccc(Cl)cc2)c1=O	-0.8	-13	2.6	2	-1	8	3	-0.8	-15	4.8	-6
Cc1ccccc1C(=O)NCCN1CCOCC1	-0.8	-4	4.2	-4	0	-3	3	1.1	26	4.3	-7
O=C(CN1CCN(c2ccc(O)cc2)CC1)Nc1cc(S(=O)(=O)N2CCCC2)ccc1Cl	0.9	7	2.0	3	-2	83	-6	0.5	1	-0.4	3
CN1CCCC(CC2Oc3ccccc3Sc3ccccc32)C1 (stereo not given)	1.6	-5	4.0	-5	3	216	-6	1.0	22	0.9	0
Cn1c(CCNC(=O)c2ccc(Cl)cc2)n[nH]c1=S	-2.3	8	2.0	-1	-1	-2	5	-0.8	2	-2.0	-6
COc1ccc(-n2c(N)c(Br)c(=O)[nH]c2=O)cc1	1.3	-4	3.0	1	-1	6	5	-2.4	-16	-0.5	-3
O=C(NCC(c1ccco1)N1CCCC1)c1cn(Cc2ccccc2)nc1-c1ccccc1 (stereo not given)	0.8	1	1.4	-8	-1	15	0	-2.1	20	1.3	8
COc1ccc(C(=O)N/N=C/c2ccc(OC)c(COc3ccccc3)c2)cc1	-1.3	10	2.7	3	-5	705	1	3.1	-11	0.1	-6
Cc1ccc(OCC(=O)Nc2ccc3c(c2)C(=O)NC3=O)c(C)c1	1.6	3	-3.1	4	0	5	1	1.4	-12	1.5	2
C=C(C)CN(CC)C(=O)CSc1ccc(S(=O)(=O)N2CCN(C)CC2)cn1	0.7	-2	3.4	-11	0	.	8	.	15	.	-7
CS(=O)(=O)c1ccc(S(=O)CC(=O)OCc2ccccc2)c([N+](=O)[O-])c1 (stereo not given)	0.7	-12	3.6	-1	-17	.	-12	.	21	.	-14
Cc1ccc(S(=O)(=O)N2CCOCC2)cc1C(=O)Nc1cccc(C(=O)NC2CC2)c1	-0.1	12	-2.0	0	0	-1	-7	1.9	-12	0.5	5
Cn1c(=N)n(CC(=O)c2ccc(Br)cc2)c2ccccc21	-0.4	-2	1.6	0	-1	21	0	-0.5	22	-0.6	-5
O=C(N=C1SC2CS(=O)(=O)CC2N1CCc1ccc(F)cc1)C1CCCCC1 (stereo not given)	1.4	-1	0.2	3	-2	10	1	0.2	-13	0.3	1
COc1cccc(/C=N/NC(=O)C(C)Cn2cnc3ccccc32)c1 (stereo not given)	0.0	.	-1.2	.	.	-5	.	-0.6	.	-1.9	-3
CC(C)OC(=O)CSc1nc2c(c(C3CC=CCC3)c1C#N)CCC2 (stereo not given)	5.5	3	1.7	4	-29	5	4	-1.1	0	2.5	14
CC1(C(=O)N2CCOCC2)CCCCC1	-0.2	5	-5.1	2	1	-2	1	.	-9	.	-4
CCOc1ccc(NC(=O)COC(=O)C2CC2C)cc1 (stereo not given)	0.7	0	1.6	-2	-1	-1	3	0.8	7	0.9	-4
Cc1ccc(C(=O)CC2(O)C(=O)N(Cc3ccccc3)c3ccccc32)o1 (stereo not given)	0.1	3	2.2	-1	2	17	-5	1.7	-7	-1.9	2
COc1ccc(S(=O)(=O)N(C)CC(=O)NCCCn2ccnc2)cc1Cl	-0.1	4	1.4	3	0	14	3	-1.2	-8	3.7	7
CCOC(=O)N1CCN(c2cc3nccnc3cc2F)CC1	1.0	0	0.1	0	-2	55	-4	-1.4	-21	1.8	-1
O=C(O)CC1S/C(=N/N=C2CCCCC2)N(c2ccccc2)C1=O (stereo not given)	-0.4	-14	3.5	3	-1	.	-10	-0.7	-3	-1.0	8
Cc1ccc(C2=NS(=O)(=O)N(C)C(C(=O)N(C)C3CCCCC3)=C2)cc1	1.1	3	5.4	4	2	-6	-6	0.7	-11	0.9	2
COc1ccc(-c2cc(C(=O)NCCN3CCOCC3)c3cc(C(C)C)ccc3n2)cc1	.	-1	-0.2	5	0	-5	-5	0.8	-5	2.9	7
CCOC(=O)Cn1c(C)[n+](CC(=O)c2ccccc2)c2ccccc21	-0.1	-1	0.7	-2	-1	10	0	-0.2	4	0.1	6
Cc1cccc(OCc2nnc(SCC(=O)Nc3nccs3)o2)c1	0.2	-7	-1.8	2	1	-16	-4	-2.4	-11	-2.6	20
CC(C)CN(c1ccccc1)S(=O)(=O)c1nnc(NC(=O)C(C)C)s1	-0.9	-6	-4.1	2	0	6	-8	0.4	-5	2.5	4
CCC(=O)Nc1ccc(C(=O)n2nc(C)cc2C)cc1	0.4	6	1.1	-4	-3	5	6	0.6	9	2.4	13
CCOC(=O)c1c(NC(=O)C2C3C=CC(C3)C2(C)C(=O)O)sc2c1CCCC2 (stereo not given)	0.2	-16	1.0	-4	7	4	-7	0.5	10	4.4	0
COc1cccc(/C=N/NC(=O)C(=O)N2CCCC2)c1	-0.5	10	4.0	-6	0	11	-6	2.5	-5	0.9	-8
COc1ccc(Cl)cc1S(=O)(=O)N(C)CC(=O)NCCCn1ccnc1	-0.7	-20	0.7	-6	1	7	-11	-0.5	-15	3.0	1
O=C(COC(=O)COc1ccccc1)NC1CCS(=O)(=O)C1 (stereo not given)	-6.5	-1	1.0	1	-1	-6	-4	-1.9	-5	-2.2	5
COc1cc(C(=O)OC(C)C(=O)NCC2CCCCC2)cc(NC(=O)c2ccco2)c1OC (stereo not given)	-5.2	0	1.9	0	-2	-25	2	-1.2	0	-0.2	-5
Cc1cc(C(=O)NCC(=O)OCC(=O)N(C)C2CCCCC2)ccc1[N+](=O)[O-]	-0.9	4	6.1	3	-1	5	1	-0.5	-9	-0.7	-4
N/C(CCN1CCCCC1)=N/O	1.0	-14	1.6	-2	-3	-4	3	-1.6	14	2.4	-5
Cc1nc(-c2ccc(S(=O)(=O)NCc3ccccn3)s2)cs1	-3.4	0	2.7	9	-1	4	2	-0.3	-4	-1.7	-5

2 of the compounds above, field by field:
COc1cccc(/C=N/NC(=O)C(C)Cn2cnc3ccccc32)c1 (stereo not given)
  CDK5 inh: 0.0
  PKA-R1A activ: .
  phage Ecoli inh: -1.2
  HTR5A ag ctr: .
  DAGLB inhibitor: .
  SUMO Mot1 rescue: -5
  PKA-R2B activ: .
  Ecoli viability: -0.6
  HTR5A inv ag: .
  AddAB inh: -1.9
  Tat export inh: -3
Cc1cccc(OCc2nnc(SCC(=O)Nc3nccs3)o2)c1
  CDK5 inh: 0.2
  PKA-R1A activ: -7
  phage Ecoli inh: -1.8
  HTR5A ag ctr: 2
  DAGLB inhibitor: 1
  SUMO Mot1 rescue: -16
  PKA-R2B activ: -4
  Ecoli viability: -2.4
  HTR5A inv ag: -11
  AddAB inh: -2.6
  Tat export inh: 20

Seven entries already listed, arranged by length of the SMILES, smallest number first.
mol	CDK5 inh	PKA-R1A activ	phage Ecoli inh	HTR5A ag ctr	DAGLB inhibitor	SUMO Mot1 rescue	PKA-R2B activ	Ecoli viability	HTR5A inv ag	AddAB inh	Tat export inh
CCOC(=O)N1CCN(c2cc3nccnc3cc2F)CC1	1.0	0	0.1	0	-2	55	-4	-1.4	-21	1.8	-1
Cc1cccc(OCc2nnc(SCC(=O)Nc3nccs3)o2)c1	0.2	-7	-1.8	2	1	-16	-4	-2.4	-11	-2.6	20
Cc1nc(-c2ccc(S(=O)(=O)NCc3ccccn3)s2)cs1	-3.4	0	2.7	9	-1	4	2	-0.3	-4	-1.7	-5
O=C(O)CC1S/C(=N/N=C2CCCCC2)N(c2ccccc2)C1=O (stereo not given)	-0.4	-14	3.5	3	-1	.	-10	-0.7	-3	-1.0	8
CCOC(=O)Cn1c(C)[n+](CC(=O)c2ccccc2)c2ccccc21	-0.1	-1	0.7	-2	-1	10	0	-0.2	4	0.1	6
CCOC(=O)c1c(NC(=O)C2C3C=CC(C3)C2(C)C(=O)O)sc2c1CCCC2 (stereo not given)	0.2	-16	1.0	-4	7	4	-7	0.5	10	4.4	0
Cc1cc(C(=O)NCC(=O)OCC(=O)N(C)C2CCCCC2)ccc1[N+](=O)[O-]	-0.9	4	6.1	3	-1	5	1	-0.5	-9	-0.7	-4
